PfG6PD inh: PfG6PD (Plasmodium falciparum) enzyme inhibition. inhibition, % at 20 µM. PfGluPho enzyme, NADPH resazurin-diaphorase fluorescence. actives 0.78% (n = 350,000);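 active means inhibition reaching at least a set limit at 20 µM in the primary screen, cut at about 59% in these data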;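 further: 0% = DMSO wells with substrate and 100% = DMSO wells lacking glucose-6-phosphate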
ATG4B inhibitor: blocks human ATG4B protease cleavage of LC3 substrate | ATG4B cleavage of LC3-PLA2, NBD-HPC fluorescence, 1 h | inhibition, % at 8.33 µM | actives 0.51% (n = 340,000) | AID 504462; in the data active means inhibition above about 40%
SENP1 inh: SENP1 (human) catalytic domain inhibition; inhibition, % at 10 µM; Q9P0U3; recombinant SENP1 catalytic domain, CyPet-SUMO1-YPet FRET cleavage; AID 624204; actives 0.21% (n = 360,000);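 active means inhibition at least 30% at 10 µM, raw YFP signal under a set limit, fluorescence ratio 0.5 to 1.5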;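 further: 0% = enzyme with DMSO and 100% = no enzyme wells; some results filed as inactive read as strong as hits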
Target sequence (Q9P0U3 419-644 limits assumed): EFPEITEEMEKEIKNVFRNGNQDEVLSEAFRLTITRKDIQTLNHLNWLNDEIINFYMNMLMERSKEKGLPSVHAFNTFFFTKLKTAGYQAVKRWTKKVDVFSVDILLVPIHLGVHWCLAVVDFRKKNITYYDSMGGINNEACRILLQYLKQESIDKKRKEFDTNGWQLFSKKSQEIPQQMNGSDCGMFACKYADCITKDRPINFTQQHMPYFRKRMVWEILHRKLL
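Compound: 10 µM single point, 0.5% DMSO; Test system: hSENP1 catalytic domain, recombinant; Timing: 50 min reaction at room temperature; Technique: FRET, CFP and YFP emission; Control set: no-enzyme wells low, DMSO-plus-enzyme wells high control.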
SENP8 block: blocks human SENP8 cleavage of Nedd8 substrate | recombinant SENP8, Nedd8 substrate fluorescence | inhibition, % at 20 µM | actives 0.64% (n = 360,000) | AID 602440; in the data active means inhibition mostly above about 40%, no sharp cut-off; inactive means mostly below about 27%
Target sequence (Q96LD8 whole entry, looked up): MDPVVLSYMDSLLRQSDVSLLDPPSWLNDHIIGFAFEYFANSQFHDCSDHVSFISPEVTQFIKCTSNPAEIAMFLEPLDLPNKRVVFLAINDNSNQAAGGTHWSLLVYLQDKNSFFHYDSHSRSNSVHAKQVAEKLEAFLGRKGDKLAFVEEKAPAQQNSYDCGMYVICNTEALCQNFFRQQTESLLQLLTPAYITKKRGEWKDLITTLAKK
GRIN3A LBD mod: modulates the human NR3A ligand-binding domain | AID 1259313 | Tm shift relative to glycine control, % at 25 µM | NR3A LBD differential scanning fluorimetry, Tm shift; 0% = protein alone, 100% = glycine-bound protein | actives 2.5% (n = 340,000);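 active means melting temperature shift of at least 10% of the positive control shift, at one fixed dose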
hIAP activ: human IAP activation; purified human IAP, CDP-Star luminescence, 30 min; hits give high values; 1 = vehicle-only enzyme, 0 = enzyme-free background; actives 0.16% (n = 330,000); activation factor at 10 µM;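 active means activation factor of the enzyme at least 2-fold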; further: the source names both 10 and 20 µM as test concentration; values of inactives mirror those of a sister screen read the other way
SENP6 block: blocks the human protease SENP6 | actives 1.8% (n = 330,000) | inhibition, % at 10 µM | Recombinant SENP6 catalytic domain, aminoluciferin luminescence | AID 2599 | Q9GZR1;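 active means inhibition above about 50% at the single tested dose, limit read from the data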;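 further: plate controls were DMSO wells with enzyme for no effect and DMSO wells lacking enzyme for full effect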
Target sequence (Q9GZR1 628-1112 limits assumed): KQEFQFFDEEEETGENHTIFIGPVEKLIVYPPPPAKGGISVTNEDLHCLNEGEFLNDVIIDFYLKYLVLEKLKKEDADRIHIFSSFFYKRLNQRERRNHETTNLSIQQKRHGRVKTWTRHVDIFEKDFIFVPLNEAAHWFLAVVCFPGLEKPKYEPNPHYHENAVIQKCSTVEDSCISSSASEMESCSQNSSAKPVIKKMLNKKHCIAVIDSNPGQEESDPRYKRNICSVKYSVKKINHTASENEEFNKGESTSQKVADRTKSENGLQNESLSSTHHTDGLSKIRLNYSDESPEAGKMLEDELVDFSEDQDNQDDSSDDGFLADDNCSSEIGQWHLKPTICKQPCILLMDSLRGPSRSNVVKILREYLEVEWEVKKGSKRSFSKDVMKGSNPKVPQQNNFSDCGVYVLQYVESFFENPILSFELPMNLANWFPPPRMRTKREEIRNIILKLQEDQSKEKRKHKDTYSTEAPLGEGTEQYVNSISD
MPTP block: permeability transition pore inhibition. isolated mouse mitochondria, Ca2+ swelling absorbance, 30 min. inhibition, % at 10 µM. actives 1.4% (n = 360,000);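 active means inhibition of 50% or more, scaled per plate between neutral and stimulator controls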;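 further: 0% = DMSO wells given calcium and 100% = 1 mM EGTA wells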
* hit, by the source's call.

The first 3 compounds as a preview:
Results for COCCCn1c(SCc2nnc(-c3ccc(OC)c(OC)c3)o2)nnc1-c1ccncc1 ?
PfG6PD inh: -11; ATG4B inhibitor: -13; SENP1 inh: -4; SENP8 block: 18; GRIN3A LBD mod: 0; hIAP activ: 1; SENP6 block: 5; MPTP block: 0.4

How did COc1ccc(Cn2nnc3c(=O)[nH]c(C4CCN(C(=O)c5ccccc5Cl)CC4)nc32)cc1 do in these assays?
PfG6PD inh: -5; ATG4B inhibitor: -6; SENP1 inh: -1; SENP8 block: 2; GRIN3A LBD mod: -1; hIAP activ: 0.96; SENP6 block: -14; MPTP block: 18

What do the screens show for `Cc1ccc(NC(=O)C2c3ccccc3Oc3ccccc32)c(C)c1`?
PfG6PD inh: 2; ATG4B inhibitor: 9; SENP1 inh: 1; SENP8 block: 13; GRIN3A LBD mod: -1; hIAP activ: 0.85; SENP6 block: -6; MPTP block: -0.3

All compounds of this part, previewed entries included:
Results for COCCCn1c(SCc2nnc(-c3ccc(OC)c(OC)c3)o2)nnc1-c1ccncc1 ?
PfG6PD inh: -11; ATG4B inhibitor: -13; SENP1 inh: -4; SENP8 block: 18; GRIN3A LBD mod: 0; hIAP activ: 1; SENP6 block: 5; MPTP block: 0.4

How did COc1ccc(Cn2nnc3c(=O)[nH]c(C4CCN(C(=O)c5ccccc5Cl)CC4)nc32)cc1 do in these assays?
PfG6PD inh: -5; ATG4B inhibitor: -6; SENP1 inh: -1; SENP8 block: 2; GRIN3A LBD mod: -1; hIAP activ: 0.96; SENP6 block: -14; MPTP block: 18

What do the screens show for `Cc1ccc(NC(=O)C2c3ccccc3Oc3ccccc32)c(C)c1`?
PfG6PD inh: 2; ATG4B inhibitor: 9; SENP1 inh: 1; SENP8 block: 13; GRIN3A LBD mod: -1; hIAP activ: 0.85; SENP6 block: -6; MPTP block: -0.3

What do the screens show for `Cc1cccc(NC(=O)CCc2ccc(S(=O)(=O)NC3CCCCC3)cc2)c1`?
PfG6PD inh: -1; ATG4B inhibitor: -5; SENP1 inh: 1; SENP8 block: 14; GRIN3A LBD mod: -9; hIAP activ: 0.97; SENP6 block: 6; MPTP block: -1.0

What do the screens show for `COc1ccccc1NC(=O)Cc1nnc(SCC(=O)Nc2nccs2)n1C`?
PfG6PD inh: 6; ATG4B inhibitor: -18; SENP1 inh: 0; SENP8 block: 9; GRIN3A LBD mod: -1; hIAP activ: 0.91; SENP6 block: -16; MPTP block: -0.3

What do the screens show for `O=C(/C=C/c1ccc2c(c1)OCO2)N1CCCCC1`?
PfG6PD inh: -6; ATG4B inhibitor: 1; SENP1 inh: 0; SENP8 block: -44; GRIN3A LBD mod: 3; hIAP activ: 1.2; SENP6 block: 16; MPTP block: 0.2

Results for Nc1nnc(SCc2cccnc2)s1 ?
PfG6PD inh: -8; ATG4B inhibitor: -8; SENP1 inh: 1; SENP8 block: -22; GRIN3A LBD mod: -13; hIAP activ: 0.84; SENP6 block: -18; MPTP block: 0.0

What do the screens show for `Cc1ccccc1C(=O)Nc1ccc(-c2nnc(SC(C)C(=O)O)n2C)cc1` (configuration not stated)?
PfG6PD inh: 8; ATG4B inhibitor: -3; SENP1 inh: 1; SENP8 block: 41*; GRIN3A LBD mod: 1; hIAP activ: 0.87; SENP6 block: -13; MPTP block: 0.5

What do the screens show for `CCCCn1c(N)c(N(Cc2ccccc2OC)C(=O)c2ccc([N+](=O)[O-])s2)c(=O)[nH]c1=O`?
PfG6PD inh: 7; ATG4B inhibitor: 0; SENP1 inh: 2; SENP8 block: 28; GRIN3A LBD mod: -2; hIAP activ: 1.1; SENP6 block: 9; MPTP block: -0.3

Results for Cc1cccc(NS(=O)(=O)c2cc(C(=O)N3CCCC3)ccc2Cl)c1 ?
PfG6PD inh: 18; ATG4B inhibitor: 4; SENP1 inh: 0; SENP8 block: 10; GRIN3A LBD mod: -3; hIAP activ: 1.1; SENP6 block: 3; MPTP block: -0.4

Results for COc1ccccc1N1CCN(CC(O)COc2ccc(C)cc2C)CC1 (configuration not stated) ?
PfG6PD inh: 9; ATG4B inhibitor: -8; SENP1 inh: 3; SENP8 block: 6; GRIN3A LBD mod: -3; hIAP activ: 1; SENP6 block: -52; MPTP block: 0.2

How did O=C(N/N=C/c1ccc(Sc2ccccn2)o1)c1cc2ccccc2cc1O do in these assays?
PfG6PD inh: -16; ATG4B inhibitor: 11; SENP1 inh: 13; SENP8 block: -61; GRIN3A LBD mod: 9; hIAP activ: 0.95; SENP6 block: 94*; MPTP block: 68*

Results for COc1ccc(/C=N/NC(=O)c2ccn[nH]2)cc1Cn1nc(C)c([N+](=O)[O-])c1C ?
PfG6PD inh: -5; ATG4B inhibitor: 0; SENP1 inh: 2; SENP8 block: 29; GRIN3A LBD mod: 0; hIAP activ: 1.6; SENP6 block: -16; MPTP block: -0.9

What do the screens show for `CCN1CCCC1CNC(=O)c1ccc(Sc2ccccc2Cl)c([N+](=O)[O-])c1` (configuration not stated)?
PfG6PD inh: -2; ATG4B inhibitor: -6; SENP1 inh: 2; SENP8 block: 18; GRIN3A LBD mod: 1; hIAP activ: 0.87; SENP6 block: -4; MPTP block: -1.3

How did Cc1cc(-c2ccc(NC(=O)[C@@H]3CCCC[C@@H]3C(=O)O)c(C)c2)ccc1NC(=O)[C@@H]1CCCC[C@@H]1C(=O)O do in these assays?
PfG6PD inh: -19; ATG4B inhibitor: -7; SENP1 inh: 2; SENP8 block: 6; GRIN3A LBD mod: 1; hIAP activ: 0.96; SENP6 block: 1; MPTP block: -1.2

Results for O=C1CN(C(=O)c2cccc(S(=O)(=O)N3CCCC3)c2)c2ccccc2N1 ?
PfG6PD inh: -5; ATG4B inhibitor: -3; SENP1 inh: 1; SENP8 block: 16; GRIN3A LBD mod: -1; hIAP activ: 1.1; SENP6 block: -20; MPTP block: 1.5

How did COC(=O)CCS(=O)(=O)c1cc(Cl)ccc1Cl do in these assays?
PfG6PD inh: 5; ATG4B inhibitor: -2; SENP1 inh: -1; SENP8 block: 9; GRIN3A LBD mod: -3; hIAP activ: 0.97; SENP6 block: -12; MPTP block: 0.9

How did COC(=O)C1=C(C)OC(N)=C(C#N)C1c1ccccc1 (configuration not stated) do in these assays?
PfG6PD inh: -8; ATG4B inhibitor: -6; SENP1 inh: -1; SENP8 block: 4; GRIN3A LBD mod: 0; hIAP activ: 0.97; SENP6 block: -2; MPTP block: -0.9

What do the screens show for `COc1cc2c(cc1OC)C1=C(C#N)CN(CC(=O)O)CN1CC2`?
PfG6PD inh: -4; ATG4B inhibitor: -5; SENP1 inh: -84; SENP8 block: -319; GRIN3A LBD mod: 7; hIAP activ: 0.81; SENP6 block: -2; MPTP block: 0.3

How did COCCCN(C(=O)c1cc2c(s1)CCCCC2)c1c(N)n(Cc2ccccc2)c(=O)[nH]c1=O do in these assays?
PfG6PD inh: 5; ATG4B inhibitor: -2; SENP1 inh: 0; SENP8 block: -1; GRIN3A LBD mod: -4; hIAP activ: 1.1; SENP6 block: -1; MPTP block: 2.4

Results for Cc1ccc(N2C(=O)CC2(C#N)c2ccc(OCc3ccccc3)cc2)cc1 (configuration not stated) ?
PfG6PD inh: -12; ATG4B inhibitor: 8; SENP1 inh: -2; SENP8 block: 10; GRIN3A LBD mod: -1; hIAP activ: 0.97; SENP6 block: 3; MPTP block: 1.8

How did CCOCc1c(C(=O)NC2=Nc3ccccc3NC(CC)=C2C(=O)OCC)oc2ccccc12 do in these assays?
PfG6PD inh: 18; ATG4B inhibitor: -7; SENP1 inh: -1; SENP8 block: 0; GRIN3A LBD mod: 0; hIAP activ: 1; SENP6 block: 9; MPTP block: 0.2

What do the screens show for `O=C(COc1ccccc1F)NCCc1ccc2c(c1)OCCO2`?
PfG6PD inh: 0; ATG4B inhibitor: 1; SENP1 inh: -1; SENP8 block: -8; GRIN3A LBD mod: -1; hIAP activ: 0.94; SENP6 block: -11; MPTP block: 1.2

Results for CCOC(=O)c1ccc(Oc2nc(OC)nc(N(C)C)n2)cc1 ?
PfG6PD inh: 8; ATG4B inhibitor: -9; SENP1 inh: -2; SENP8 block: 7; GRIN3A LBD mod: -4; hIAP activ: 1.1; SENP6 block: -7; MPTP block: 1.9

What do the screens show for `O=C(NCc1cccnc1)C1CCN(c2ccc(S(=O)(=O)N3CCOCC3)cc2Cl)CC1`?
PfG6PD inh: 7; ATG4B inhibitor: -6; SENP1 inh: 3; SENP8 block: 10; GRIN3A LBD mod: -1; hIAP activ: 1; SENP6 block: 11; MPTP block: 1.4

What do the screens show for `NNC(=O)c1cccc(Cn2cc(Br)c([N+](=O)[O-])n2)c1`?
PfG6PD inh: 3; ATG4B inhibitor: -7; SENP1 inh: -1; SENP8 block: 6; GRIN3A LBD mod: -1; hIAP activ: 0.98; SENP6 block: -2; MPTP block: -1.4

What do the screens show for `Cn1c(=O)c(=O)n(C)c2cc(S(=O)(=O)N3CCc4ccccc43)ccc21`?
PfG6PD inh: 10; ATG4B inhibitor: -5; SENP1 inh: -8; SENP8 block: 12; GRIN3A LBD mod: 1; hIAP activ: 1.1; SENP6 block: 1; MPTP block: 3.6

What do the screens show for `C#CCN(C[C@H]1[C@H](OC(=O)NCC2CCCCC2)[C@H](OC(=O)NCC2CCCCC2)C[C@@H](C(=O)OC)[C@H]1C(=O)OC)S(=O)(=O)c1ccc(C)cc1`?
PfG6PD inh: 2; SENP1 inh: 0; SENP8 block: 11; MPTP block: -0.2

What do the screens show for `Cc1ccc(S(=O)(=O)N2CCN(C(=O)c3cccs3)CC2)c(C)c1`?
PfG6PD inh: -6; ATG4B inhibitor: -4; SENP1 inh: 0; SENP8 block: 5; GRIN3A LBD mod: 0; hIAP activ: 1.1; SENP6 block: -14; MPTP block: -0.8

Results for O=C(/C=C/c1ccccc1)Nc1ccc(Br)cn1 ?
PfG6PD inh: 9; ATG4B inhibitor: -2; SENP1 inh: 0; SENP8 block: -3; GRIN3A LBD mod: -13; hIAP activ: 1.1; SENP6 block: -13; MPTP block: -3.0

What do the screens show for `O=C(Cn1cncn1)c1ccc(Cl)cc1`?
PfG6PD inh: -13; ATG4B inhibitor: 9; SENP1 inh: 2; SENP8 block: 11; GRIN3A LBD mod: 0; hIAP activ: 1; SENP6 block: 7; MPTP block: -1.9

How did O=C(O)CC/C(=N\NC(=O)c1ccncc1)c1ccccc1 do in these assays?
PfG6PD inh: -3; ATG4B inhibitor: 2; SENP1 inh: 1; SENP8 block: 14; GRIN3A LBD mod: -1; hIAP activ: 1.1; SENP6 block: -6; MPTP block: -1.2

What do the screens show for `COCCNC(=S)N/N=C(\C)c1ccc(OC(F)F)cc1`?
PfG6PD inh: 7; ATG4B inhibitor: -11; SENP1 inh: 1; SENP8 block: 15; GRIN3A LBD mod: -1; hIAP activ: 0.98; SENP6 block: -10; MPTP block: 1.6

Results for CC(Oc1ccc(Br)cc1)C(=O)Nc1ccc(N2CCOCC2)cc1N1CCOCC1 (configuration not stated) ?
PfG6PD inh: 31; ATG4B inhibitor: 2; SENP1 inh: 2; SENP8 block: 12; GRIN3A LBD mod: 0; hIAP activ: 1.1; SENP6 block: 5; MPTP block: 0.0

How did CCOC(=O)c1ccc(NC(=O)c2nc[nH]c2C(=O)N2CCc3ccccc3C2)cc1 do in these assays?
PfG6PD inh: 10; ATG4B inhibitor: -3; SENP1 inh: 1; SENP8 block: 2; GRIN3A LBD mod: 1; hIAP activ: 1.7; SENP6 block: -8; MPTP block: 0.7

How did CCc1c(C)c2ccc(OCC(=O)NCC3CCC(C(=O)O)CC3)c(C)c2oc1=O (configuration not stated) do in these assays?
PfG6PD inh: -13; ATG4B inhibitor: -21; SENP1 inh: 2; SENP8 block: -159; GRIN3A LBD mod: -1; hIAP activ: 0.86; SENP6 block: -13; MPTP block: -2.1

How did COc1c(S(=O)(=O)N2CCN(C(=O)c3ccco3)CC2)ccc(Cl)c1Cl do in these assays?
PfG6PD inh: 2; ATG4B inhibitor: -4; SENP1 inh: 2; SENP8 block: 0; GRIN3A LBD mod: -1; hIAP activ: 1.2; SENP6 block: -5; MPTP block: 0.8
